ERK EGF inh = EGF-driven ERK pathway inhibition | 130,000 compounds, 0.41% hits | Potency, µM (top dose mostly 11.5 µM), for inactives: at the highest dose activity change, negative = inhibition, most hits filed as inhibitors | HEK293-V1b, EGF-stimulated phospho-ERK AlphaScreen | AID 1454; active = well fitted inhibition curve with a large enough effect; inconclusive = small, poorly fitted or top-dose-only effect, or effect the other way;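 note: plate controls were stimulated vehicle wells for no effect and unstimulated vehicle basal for full effect; nearly all actives have a fitted effect of over 55% in size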
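In this qHTS, HEK293 cells with stable type-1 vasopressin (V1b) receptor were exposed to compound at 37C for 30 min, stimulated 5 min with EGF at 25 nM, lysed, and probed for phospho-ERK by AlphaScreen.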
Active calls of the source: *; ? = inconclusive; [ ] = another dose, or the depositor's remark. Potency is the fitted concentration of half-maximal effect. Only part of the results is shown, so the mix of outcomes need not match the whole.

ERK EGF inh,Compound
-1%,Cc1c(NC(=O)c2ccc(Br)s2)c(=O)n(-c2ccccc2)n1C
7%,CCn1cc(Cl)c(C(=O)Nc2ccc(OC)c(OC)c2)n1
-3%,CC(C)NC(=O)COC(=O)c1ccc(Cl)c(S(N)(=O)=O)c1
5%,CC1CCN(C(=O)c2cc(N3C(=O)C4C5CCC(C5)C4C3=O)ccc2Cl)CC1 (configuration not stated)
5%,COc1ccc(N2C(=O)CC(Sc3nc(C)cc(C)c3C#N)C2=O)cc1 (configuration not stated)
5%,CCOC(=O)C1(CCOc2ccccc2)CCN(Cc2cccc3nonc23)CC1
-4%[57.5 µM],CCOc1ccc(/C=C2\SC(=S)N(NS(=O)(=O)c3ccccc3)C2=O)cc1OC
-8%[57.5 µM],Cc1c(-c2nc(-c3ccc(C(C)(C)C)cc3)no2)n(C)oc1=O
0%,Cc1ccc(-c2nnc(OCC3CCCO3)c3ccccc23)cc1 (configuration not stated)
3%,COc1ccccc1OCCCC(=O)NCc1ccco1
5%,Cc1ccc(C)c(N2CN(Cc3ccco3)CNC2=S)c1
?,C/C(=N\Nc1ccccc1[N+](=O)[O-])c1ccc(N2CCOCC2)cc1
3%,CC(C)Cc1nc(SCc2cccnc2)c2c(=O)n(C)c(=O)n(C)c2n1
-4%[57.5 µM],CCN(CC)S(=O)(=O)c1ccc(N2CCOCC2)c(NC(=O)CC(C)(C)C)c1
9%,Cc1ccnc(NC(=O)/C=C/c2ccccc2[N+](=O)[O-])c1
-6%[57.5 µM],C=CCNC(=S)N1CCc2[nH]c3ccccc3c2C1
3%,COc1cccc(-c2cc3nc4c(c(N5CCC6(CC5)OCCO6)n3n2)CCC4)c1
-2%[57.5 µM],Cn1c(=O)[nH]c2nnc(-c3ccc(Cl)c(Cl)c3)nc2c1=O
2%,CCN(CC(=O)Nc1ccc(NC(C)=O)cc1)c1ccc(C(F)(F)F)cn1
-5%[57.5 µM],O=C(CCC1CCCN(Cc2ccc3c(c2)OCCO3)C1)NCc1ccc(F)c(F)c1 (configuration not stated)
5%[57.5 µM],CCN1CCN(Cc2ccc(NC(=O)c3cc(NC(=O)C4=NN(c5ccccc5)C(=O)C4)cc(OC)c3)cc2C(F)(F)F)CC1
0%,COc1ccc2c(c1)CCN(C(=O)CCl)C2C1C(=O)CCCC1=O (configuration not stated)
-10%,CC1CCCC(C)N1/N=C/c1ccc(C#N)cc1 (configuration not stated)
?,Cc1nc(SCC(=O)Nc2ccc(Cl)cc2[N+](=O)[O-])nc(C)c1C
-7%,COCCn1c(SCC(=O)NCc2ccccc2)nnc1-c1ccco1
-3%,CCC(=O)NC(=S)Nc1cccc(NC(=O)c2ccccc2)c1
9%[57.5 µM],CN(C)C/C=C/C(O)(c1ccccc1)c1ccccc1
4%,CCOc1ncccc1C(=O)OCC(=O)NC1CC1
-4%[57.5 µM],Nc1nc2ccccc2n1/N=C/c1ccc2c(c1)OCO2
0%,CCOc1ccc(NC(=S)NC(C)C(c2ccccc2)N2CCN(C)CC2)cc1 (configuration not stated)

ERK EGF inh,Compound
10%,Cc1ccnc(NS(=O)(=O)c2ccc(NC(=O)c3cc(-c4ccc(Br)cc4)nc4ccccc34)cc2)n1
-2%,Cc1c(NC(=O)/C(C#N)=C/c2ccccc2)c(=O)n(-c2ccccc2)n1C
6%,COc1ccc(N(C(=O)c2ccco2)C(C(=O)NC2CCCC2)c2cccs2)cc1 (configuration not stated)
-14%[57.5 µM],CC1(C)CC(=O)C2=C(C1)Nc1cc(Cl)ccc1S2
-7%[57.5 µM],N#CC(=C=[N-])/C=C(\C(=O)c1ccccc1)[n+]1ccccc1
-12%,O=C(N/N=C/c1ccc(C(=O)O)cc1)C1=NNC(c2ccccc2)(c2ccccc2)C1
-2%,Cc1cc(C(=O)CN2CCCC2)c(C)n1-c1ccc(Cl)cc1
-1%,Cc1ccc(-c2cnc3cc(C)nn3c2)cc1
6%,COC(=O)c1ccc(COc2ccccc2/C=C(\C#N)C(=O)Nc2ccccc2C)cc1
2%[57.5 µM],Oc1c(C(c2ccccn2)N2CCCCC2)cc(Cl)c2cccnc12 (configuration not stated)
4%,Cc1nn(-c2ccc(Cl)cc2)c(=O)c2ccccc12
-2%[57.5 µM],CCN(CC)CCCN=Cc1c(-c2ccccc2)[nH]n(-c2nc3ccccc3s2)c1=O
7%,CN1/C(=C\C(=O)CSc2nnc(NCc3ccccc3)s2)C(C)(C)c2ccccc21
-5%,c1sc2[n+](c1C13CC4CC(CC(C4)C1)C3)CCS2
0%,Cc1ccccc1C(=O)NC1CCN(CC(=O)Nc2ccc3c(c2)OCCO3)CC1
11%[57.5 µM],CCCCC1=CC2=CC(=O)C(C)(OC(=O)CC)C(=O)C2=CN1CCCOC(C)C (configuration not stated)
2%,COc1ccc([C@@H](C)C(=O)c2ccc(O)cc2O)cc1
4%[57.5 µM],COc1cc(C2C(C#N)=C(N)OC3=C2C(=O)CC(C)(C)C3)cc([N+](=O)[O-])c1O (configuration not stated)
4%,Cc1ccc(SCC(=O)Nc2ccc(N3CCN(C)CC3)c(F)c2)c(C)c1
7%,CCOc1nc(NC(=O)NC(=O)c2ccccc2)nc(-c2ccccc2)n1
2%,CC(NC(=O)Cc1ccc(F)cc1)C(c1cccs1)N1CCN(C)CC1 (configuration not stated)
-4%,Cc1cccc(N=C2NN=C(c3c(C)[nH]c4ccccc34)CS2)c1
-1%,N/C(=C/C(=O)c1ccccc1O)C(F)(F)F
-12%,Cc1ccc(NC(=O)Cn2nc(C)c([N+](=O)[O-])c2C)cc1C
11%[57.5 µM],COc1ccc(-c2ccoc2)cc1[C@H]1[C@H]2C=CC[C@@H](C)[C@@H]2C(=O)N1Cc1ccccc1
-1%,CCn1ccnc1CN(C)Cc1nc(CCC(C)C)no1
-6%,O=S(=O)(NCCc1nnc2ccc(SCc3cccnc3)nn12)c1ccccc1
-2%,COC(=O)c1c(NC(=O)CN(c2ccccc2)S(C)(=O)=O)sc2c1CCCC2
-11%,Cc1c(Cl)cccc1NC(=O)CCCN1C(=O)c2cccnc2C1=O
6%[57.5 µM],N#C/C(=N\Nc1cccc(F)c1)C(=O)C1CC1

ERK EGF inh,Compound
7%,CCCCN(CCCNC(=O)C1CCN(S(=O)(=O)CC)CC1)c1ccccc1
0%,O=[N+]([O-])c1ccc(OCCN2CCNCC2)cc1
-1%,CC(C)C(NC(=O)c1ccccc1)C(=O)NCC(c1ccccc1)N(C)C (configuration not stated)
2%,O=C(C1CC2C=CC1C2)N1CCN(c2ccccc2)CC1 (configuration not stated)
5%,Cc1ccc(-c2nnc(Nc3ccc(C(=O)N(C)C)cc3)c3ccccc23)cc1S(=O)(=O)NCC1CCCO1 (configuration not stated)
4%,CCCCCCCCCC(=O)N/N=C(\C)c1cccnc1
?,COc1cc(-c2cccs2)cc(=O)c2c(C)oc(C)c12
3%,OCCC1CN(Cc2cccn2-c2cccnc2)CCN1C1CCCCC1 (configuration not stated)
-5%[57.5 µM],NS(=O)(=O)c1ccccc1
-11%[57.5 µM],CCCC[C@@H]1CNC(=S)N1CC1CCCCC1
7%[57.5 µM],CN(C)C(=S)Nc1ccc(S(=O)(=O)N2CCCCC2)cc1
-8%,O=C(/C=C/c1cccc([N+](=O)[O-])c1)c1ccccc1
8%,CCn1ccnc1C(O)c1ccccc1OC (configuration not stated)
-5%,CC(=O)c1sc(NC(=O)CCCOc2ccccc2C)nc1C
2%,CC(C)NS(=O)(=O)c1cc(C(=O)O)ccc1Cl
-9%,CCOC(=O)N1CCN(C(=O)C(=O)NNC(=O)COc2ccc(Cl)c(C)c2)CC1
8%,CC(=O)OC1OCCOC1NC(=S)NCc1ccco1 (configuration not stated)
5%,CCCC(=O)Nc1sc2c(c1C(=O)Nc1ccccn1)CCCC2
0%,Cc1ccccc1-n1nc(-c2cccnc2)cc1C(=O)NN
-4%,Cc1ccc(-c2nn(-c3ccccc3)cc2/C=N/NC(=O)c2ccncc2)o1
-9%[57.5 µM],C[C@@H]1C=C(C(=O)N2CCOCC2)O[C@H](OCc2ccc(CO)cc2)C1
6%[57.5 µM],O=[N+]([O-])c1cccc(S(=O)(=O)[N-]c2nc3ccccc3nc2-n2cc[n+](Cc3ccccc3)c2)c1
-11%[57.5 µM],O=C(OCc1cn(Cc2ccccc2)nn1)c1ccccc1
11%,O=C(CN1CCc2ccccc21)NC(c1ccccc1)c1ccccc1
1%,Cc1ccc(NC(=S)NCC2CCCO2)cc1C (configuration not stated)
11%,CN(c1ccccc1)S(=O)(=O)c1cccc(C(=O)Nc2ccc3c(c2)CCC3)c1
12%,COc1ccc(N(C)C(=O)c2ccc3snnc3c2)cc1
-3%,COc1ccc(/C=N/NC(=O)CNC(=O)c2cccs2)cc1
-9%[57.5 µM],CC(=O)N(c1cccc(C(F)(F)F)c1)c1nc(/C=C/C(=O)O)cs1
-4%,C/C(=N\OC(=O)c1c(-c2c(F)cccc2Cl)noc1C)c1nccs1

ERK EGF inh,Compound
-6%[57.5 µM],CSC1=NCCN1C(=O)c1ccc2ccccc2c1
-5%,CSc1nnc(C)c(=O)n1COC(=O)COc1ccc(Cl)cc1Cl
-3%,N#CCCn1c(SCC(=O)Nc2ccc(N3CCOCC3)cc2)nc2ccccc21
-2%,CNC(=O)CCSSCCC(=O)NC
?,Cc1cc(N2C(=O)c3ccc(C(=O)NCc4ccccc4)cc3C2=O)no1
-6%,CC(=O)c1cccc(NC(=O)c2cc(Cl)sc2Cl)c1
9%[57.5 µM],O=C(/C=C/c1ccco1)Nc1cccnc1Cl
?,CN1CCN(c2ncc3nc(-c4cc(F)cc(F)c4)c(=O)n(-c4ccccc4)c3n2)CC1
-2%,O=C1N=c2ccccc2=C1c1c(O)n(-c2cccc(F)c2)[nH]c1=O
-6%,Cc1ccc(-c2[nH]c3ccccc3c2SCCNC(=O)c2cc3ccccc3oc2=O)cc1
-3%[57.5 µM],O=C(CSC(=S)N1CCCCC1)c1c(F)cccc1F
14%,COc1ccc(C(=O)NCC2CCCO2)cc1 (configuration not stated)
-9%,CCCS(=O)(=O)c1c(S(=O)(=O)CCC)c2c(C)cccn2c1C(N)=O
-7%,CCOc1ccc(CCNC(=O)c2[nH]c(C)c(C(C)=O)c2CC)cc1OCC
0%,COc1ccc(C(=O)NNC(=O)CSc2nnc(-c3ccc(O)cc3)n2C)cc1
11%,NS(=O)(=O)c1ccc(CCNC(=S)Nc2ccccc2)cc1
6%,CC(=O)O/N=C(/c1nonc1N)N1CCN(c2ccc([N+](=O)[O-])cc2Cl)CC1
-10%,CCn1c(CSc2nnc(-c3ccncc3)n2CCOC)nc2cc(C(=O)O)ccc21
-5%,C(=N\Nc1ncnc2ccccc12)/c1ccccc1
-13%[57.5 µM],Cc1n[nH]c(=O)nc1N/N=C/c1ccco1
0%[57.5 µM],CCOC(=O)CC(=O)NC(C)(C)CCCCC(C)(C)NC(=O)CC(=O)OCC
-10%,COc1ccc(NC(=O)C2CSC(C)(C)N2C=O)cc1 (configuration not stated)
1%,CC(O)C(NS(=O)(=O)c1ccc(Cl)cc1)C(=O)OCC(=O)Nc1cccnc1Cl (configuration not stated)
8%,C=CCNC(=S)NNC(=O)COc1ccc(Br)cc1
13%,Cc1nnc(SCC(=O)NCc2ccco2)n1-c1ccc(F)cc1
-10%[57.5 µM],CN1/C(=C/C=C(C#N)C#N)C=Cc2ccccc21
-2%,CC(CCc1ccccc1)NC(=O)CNC(=S)N(Cc1cccs1)C1CCCC1 (configuration not stated)
13µM*,CCN1/C(=N\N)c2cccc3cccc1c23
-4%,O=C1NCC(NC(=O)C(F)(F)F)c2cc3c(cc21)OCO3 (configuration not stated)
-2%,CC1Cc2ccccc2N1c1ncnc2c1nnn2Cc1ccccc1Cl (configuration not stated)
-10%,CC(C)NC(=O)COC(=O)c1ccccc1C(=O)c1ccccc1
-6%,C=CCN=c1scc(C)n1/N=C/c1ccc(O)c(O)c1
?,CCN(c1ccccc1)S(=O)(=O)c1cc(C(=O)Nc2ccc(F)c(F)c2)ccc1F

Screening data as filed in PubChem BioAssay.
